# Screening results deposited in PubChem BioAssay by Johns Hopkins Ion Channel Center.
# CHT inh: human CHT choline transport inhibition; B-score at 10 µM; 310,000 tested, 0.86% active; Q9GZV3; CHT-expressing cells, membrane potential dye, choline response; stronger effect = lower value;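 active means B-score over 3 SD under the library average, and starting fluorescence ratio not unusually high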;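 further: choline stimulus applied at its EC90 after an EC20 pre-addition; B-score computed on integrated fluorescence ratio after choline addition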
# Target sequence (Q9GZV3 whole entry, looked up): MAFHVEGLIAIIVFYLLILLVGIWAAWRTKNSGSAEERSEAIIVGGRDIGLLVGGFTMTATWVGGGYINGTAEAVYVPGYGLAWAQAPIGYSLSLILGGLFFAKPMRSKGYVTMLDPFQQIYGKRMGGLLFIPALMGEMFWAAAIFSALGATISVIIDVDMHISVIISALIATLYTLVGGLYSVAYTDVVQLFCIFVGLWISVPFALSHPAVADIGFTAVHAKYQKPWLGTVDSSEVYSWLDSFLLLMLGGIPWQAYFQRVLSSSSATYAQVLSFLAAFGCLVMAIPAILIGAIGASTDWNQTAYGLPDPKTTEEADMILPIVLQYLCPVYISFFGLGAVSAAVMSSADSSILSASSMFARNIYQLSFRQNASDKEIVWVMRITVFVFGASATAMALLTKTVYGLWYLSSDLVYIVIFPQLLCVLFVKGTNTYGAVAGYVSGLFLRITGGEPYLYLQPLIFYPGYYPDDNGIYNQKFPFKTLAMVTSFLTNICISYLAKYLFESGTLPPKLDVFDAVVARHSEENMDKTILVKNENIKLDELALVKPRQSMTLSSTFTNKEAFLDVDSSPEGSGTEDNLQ
# Kir21 block: Kir2.1 (mouse) channel inhibition | P35561 | HEK293-Kir2.1, FluxOR thallium flux fluorescence; stronger effect = lower value | B-score at 10 µM | 310,000 tested, 0.85% active;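 active means fluorescence ratio B-score at or below minus 3 SD of library scores, with starting-brightness B-score within 2 SD, cut at about -4.2 in these data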;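 further: channel flux triggered by added potassium and thallium sulfate stimulus; B-score of peak minus minimum fluorescence over baseline after thallium stimulus; more negative B-score means stronger Kir2.1 block with less thallium influx; some compounds called inactive have numbers as strong as hits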
# Target sequence (P35561 whole entry, looked up): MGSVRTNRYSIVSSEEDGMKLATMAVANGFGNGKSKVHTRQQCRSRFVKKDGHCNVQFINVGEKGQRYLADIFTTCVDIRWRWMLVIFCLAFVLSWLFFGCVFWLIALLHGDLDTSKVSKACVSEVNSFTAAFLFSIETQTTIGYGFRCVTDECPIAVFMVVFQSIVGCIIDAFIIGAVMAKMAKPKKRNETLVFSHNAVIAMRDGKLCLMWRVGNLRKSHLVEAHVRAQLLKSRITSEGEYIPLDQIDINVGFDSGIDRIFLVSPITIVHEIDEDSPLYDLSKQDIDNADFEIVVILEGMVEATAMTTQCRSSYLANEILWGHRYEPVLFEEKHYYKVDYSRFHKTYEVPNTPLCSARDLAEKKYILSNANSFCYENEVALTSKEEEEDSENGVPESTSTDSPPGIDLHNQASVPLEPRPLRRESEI
# Numbers without * were called inactive; i = inactive; nt = no result given; & = joins results of further samples.
Molecule	CHT inh	Kir21 block
NNc1nc(NCc2ccccc2)nc(N2CCOCC2)n1	i	-1.4
CC(O)CCC(=O)NNC1CC(=O)N(c2ccccc2)C1=O (stereo not given)	i	-0.31
CCN(C(=O)CCN1C(=O)/C(=C/c2ccccc2)SC1=S)C1CCS(=O)(=O)C1 (stereo not given)	i	0.42
Cc1nn(-c2ccccc2)c2nc(-c3cccs3)cc(C(=O)NN)c12	i	1.9
CCOC(=O)N1CCN(C(=O)C2CCCN(S(=O)(=O)c3cccnc3)C2)CC1 (stereo not given)	i	0
O=C(c1ccco1)N(Cc1ccc2c(c1)OCO2)Cc1cc2cc3c(cc2[nH]c1=O)OCO3	i	-0.12
CC(=O)OCC(=O)[C@@]12OC(C)(C)O[C@@H]1CC1C3C[C@H](F)C4=CC(=O)C=CC4(C)[C@@]3(F)C(O)CC12C (stereo not given in full)	i	-0.86
O=c1nc(N2CCOCC2)nc2n1CCO2	i	-0.82
O=C(/C=C/Nc1nccs1)C(F)(F)Cl	i	0.08
c1coc(C2Nc3cccc4cccc(c34)N2)c1	i	0.39
CN(C)S(=O)(=O)c1ccc(C(=O)OCc2ccc([N+](=O)[O-])cc2)cc1	i	1.2
CCCNC(=O)CCc1c(C)nc2c(c(C)nn2-c2ccccc2)c1C	i	-0.67
O=C(Nc1nc2cc3c(cc2s1)OCO3)c1ccc(N2C(=O)CCC2=O)cc1	i	-0.97
COc1cc(/C=N/OCC(=O)NC2CCS(=O)(=O)C2)ccc1OC(F)F (stereo not given)	i	-0.76
Cc1sc2ncnc(SCC(=O)N(C)C3CCS(=O)(=O)C3)c2c1C (stereo not given)	i	0.69

Molecule	CHT inh	Kir21 block
Cc1ccc(N(C(C)C(=O)N2CCCCC2)S(C)(=O)=O)cc1C (stereo not given)	i	-1.4
CCn1c(C)c(C)c2cc(C(=O)NCCN3CCCCCC3)ccc21	i	-1.5
Cc1ccc(C(=O)Nc2nc(=O)[nH]s2)cc1	i	0.55&-0.48
O=C(CN1CCN(Cc2ccccc2F)C1=O)NC1CCCC1	i	-1.1
Cc1ccc(OCC(O)CN2CCN(c3ccccn3)CC2)c(C)c1 (stereo not given)	i	-0.59
COc1ccc(S(=O)(=O)NCc2cccnc2)cc1	i	-0.12
CCCn1c(=O)c2ccccc2n2c(SCC(=O)Nc3cc(C)on3)nnc12	i	-0.42
O=C(NCc1cccc(Br)c1)c1cc(-c2ccccc2)nn1CC1CC(c2cccc([N+](=O)[O-])c2)=NO1 (stereo not given)	i	-0.61
CC(C)c1nc2ccccn2c1NC1CCCCC1	i	0.66
CCCCOc1ccc(C(=O)OC2CC(C)N(C)CC2C)cc1 (stereo not given)	i	-3.5
Cc1ccc(C(=O)Nn2cnnc2)cc1Cl	i	-1.8
CCOc1c(Cl)cc(C(=O)Nc2cccc(C(=O)O)c2)cc1Cl	i	0.1
Cc1cccc(C)c1NC(=O)c1c(-c2ccccc2)noc1C	i	-0.83
Cc1ccc(NC(=O)c2cc(-c3ccc4c(c3)OCO4)on2)cc1	i	-0.61
O=C(Nc1ccc2c(c1)OCCO2)C(c1ccc(F)cc1)N1CCCCC1 (stereo not given)	i	0.67

Molecule	CHT inh	Kir21 block
O=C(Cc1cccs1)Nc1ccc(-c2nnc(-c3ccco3)o2)cc1	i	0.47
O=C(Cn1c(C(=O)OCCO)cc2ccccc21)c1ccccc1	i	-0.01
CC1=NN(c2ccc(C(F)(F)F)cn2)C(=O)C1	i	0.67
CCCOc1ccc(C2CC(=O)Nc3cc(OC)c(OC)cc32)cc1 (stereo not given)	i	2.3
O=S(=O)(NCCc1cn2ccccc2n1)c1cccs1	i	0.1
CCOC(=O)c1cc(CC)sc1NC(=O)C1CC1	i	-0.7
O=C(COc1ccc(F)cc1Cl)Nc1ccc(S(=O)(=O)Nc2nccs2)cc1	i	0.42
CC(OC(=O)CCCc1c[nH]c2ccccc12)C(=O)Nc1ccc(S(N)(=O)=O)cc1 (stereo not given)	i	-0.01
O=C(NC(=S)Nc1cccc(Cl)c1N1CCCCC1)c1ccc2c(c1)OCCO2	i	-0.75
C/C(=N\Nc1c(Cl)c(Cl)nc(C(=O)O)c1Cl)c1ccc(O)cc1	i	1.7
Cc1ccc(NC(=O)c2cc(C)nc3ccccc23)c(Br)c1	i	-0.51
COC(=O)C1=C[C@@H](C(=O)OC)[C@@H]2C3=C(C(=O)[C@@]2(C)NC(=O)c2ccccc2)[C@H](c2ccccc2)[C@@H]2C(=O)NC(=O)[C@@H]2[C@@H]3C1	i	-0.76
COc1cc(C(=O)Nc2ccc3c(c2)Cc2ccccc2-3)cc(OC)c1OC	i	0.07
CCn1cc(S(=O)(=O)NCc2ccccc2Br)cn1	i	-1.3
CCCCn1c(CCC)nc([N+](=O)[O-])c1Sc1ccc(Cl)cn1	i	-4.8*

# Reformatted: 2 of the compounds above.
CHT inh | Kir21 block | SMILES
i | -0.01 | O=C(Cn1c(C(=O)OCCO)cc2ccccc21)c1ccccc1
i | 0.67 | CC1=NN(c2ccc(C(F)(F)F)cn2)C(=O)C1

# (more compounds)
Molecule	CHT inh	Kir21 block
N#CCCN=C(NS(=O)(=O)c1ccccc1)c1ccccc1	i	-0.76
O=C(COC(=O)c1ccccc1C(=O)N1CCN(c2ccccc2)CC1)Nc1ccc(F)cc1	i	-2.2
COc1ccc(-c2cc(=O)n(-c3ccc([N+](=O)[O-])cc3)[nH]2)cc1	i	-0.4
Cc1ccc(S(=O)(=O)Nc2ccc(-c3nc4ccc(C)cc4s3)cc2)cc1	i	0
CN(C)c1ccc2c3c(ccc(N(C)C)c13)C(=O)OC2	i	0.11
O=C(NC1CCN(Cc2ccccc2)CC1)c1ccc(CS(=O)c2ccc(F)cc2)o1 (stereo not given)	i	3.8
COc1ccc2c(=O)c(C(=O)O)c(-c3ccc4c(c3)OCO4)n(C)c2c1	i	1.2
CCN1C(=O)/C(=C/c2cccs2)N(C)C1=S	i	-0.23
CSc1cccc(NC(=O)CCC(=O)O)c1	i	3
C/C=C/C=C/[C@H]1Cc2cc(O)cc(O)c2O1	i	-4.3*
CS(=O)(=O)c1ccccc1COC(=O)Nc1ccc(Cl)cc1	i	-0.39
CC(=O)Nc1ccc(NC(=O)CSc2ncnc3sc(C)c(C)c23)cc1	i	-0.86
NC(=O)c1ccccc1NC(=O)c1ccc2ccccc2c1	i	2.1
Cc1cccc(C(=O)N2CCc3cc(-c4nc(NC(=O)CN5CCCC5)sc4C)ccc32)c1	i	-1.8
COc1ccc([N+](=O)[O-])cc1N(CC(O)CN1CCOCC1)S(=O)(=O)c1ccccc1 (stereo not given)	i	0.07

Molecule	CHT inh	Kir21 block
CCSC(=O)NC1CCCCC1	i	0.1
COc1ccc(/C=N/N=C2/NC(=O)C(c3ccccc3)S2)c(OC)c1 (stereo not given)	i	-0.48
CCN(C(=O)c1ccnn1C)c1ccccc1	i	-0.09
O=C(Nc1ccccc1N1CCOCC1)C1CCN(S(=O)(=O)c2cccc(C(F)(F)F)c2)CC1	i	-0.03
O=C(CNC(=O)Cc1ccccc1)N=Nc1c(O)n(Cc2ccc3c(c2)OCO3)c2ccccc12	nt	-4.6
COc1ccc(CN(C)C(C)C(=O)NC2CCCc3ccccc32)cc1 (stereo not given)	i	-0.81
Cc1nnc(N2C(=O)c3ccc(Br)cc3C2=O)s1	i	-0.6
O=C1NC2(CCCCC2)C(=O)N1/N=C/c1ccccc1Br	i	-0.29
COc1ccc(C)cc1N(C(=O)c1ccccc1)c1nc2ccccc2s1	i	0.07
COc1ccc(/C=C2\CCCCC2=O)cc1	i	0.91
Cc1ccc(S(=O)(=O)Nc2ccc3ncccc3c2)cc1	i	-0.07
COC/C=C/C1=CC2=CC(=O)C(C)(OC(=O)c3cnc4ccccc4n3)C(=O)C2=CN1CCOC (stereo not given)	i	1.4
C=CCn1cc(/C=N/N2C(=O)C3C4C=CC(C4)C3C2=O)c2ccccc21 (stereo not given)	i	0.96
CC(=O)Nc1ccc(NC(=O)CSc2nc3ccccc3nc2N2CCC(C)CC2)cc1	i	0
O=C(/C=C/c1ccccc1)C1=C(O)C(=O)N(CCO)C1c1cccc([N+](=O)[O-])c1 (stereo not given)	i	0.66

Molecule	CHT inh	Kir21 block
Cc1ccccc1NS(=O)(=O)c1ccc(OCC(=O)NCc2ccccn2)cc1	i	0.54
Nn1c(SCC(=O)N2CCOCC2)nnc1-c1ccco1	i	-1.1
COc1ccccc1CNC(=O)c1cn(C)c2ccc(S(=O)(=O)N3CCCC3)cc2c1=O	i	0.55
FC(F)(F)c1nnc2sc(-c3ccccn3)nn12	i	0.95
Cc1cc(Cl)cc(C)c1OCC(=O)O	i	-1.5
NC(=O)c1nsc(C(=O)N(CC(=O)NCc2ccc3c(c2)OCO3)C2CCCC2)c1N	i	1.4
CN1C(=O)CC[C@H]1c1cccnc1	i	0.09
CN1CCN(C(=O)c2ccccc2Nc2ccc(SC(F)F)cc2)CC1	i	2.7
Cc1cc2c(ncn2Cc2ccccc2)c(N)c1C	i	0.61
CC(=O)N/C(=C/c1ccc(OC(F)F)cc1)C(=O)O	i	-0.16
COc1ccccc1C(=O)NNC(=O)C(=O)NC(C)(C)C	i	-2.2
S=C(NCc1ccccc1)NC1CCCc2ccccc21 (stereo not given)	i	-6.2*
CCOC(=O)c1cnc(-n2nc(C)cc2C)nc1-n1nc(C)cc1C	i	-1.3
COCC(C)NCc1ccc(C)cc1C (stereo not given)	i	1.1
O=C(NCCCNC1CCCCC1)c1ccc(/C=N/O)nc1	i	-0.17

Molecule	CHT inh	Kir21 block
COC(=O)c1sc(C(C)(C)C)cc1CS(=O)(=O)c1ccccn1	i	-2.6
CCC(=O)N1CCN(C(=O)CC)C1c1ccccc1	i	0.57
Cc1cc(CN(C)C(=O)c2ccc(OC3CCN(Cc4ccccn4)CC3)cc2)on1	i	0.47
Cn1c(N)c(C(=O)CSc2ccccn2)c(=O)n(C)c1=O	i	1.4
COc1ccc(-n2nc(C(=O)NCC(=O)NCc3ccco3)c3ccccc3c2=O)c(OC)c1	i	-0.26
CCc1ccc(N(CC(=O)O)S(=O)(=O)c2c(C)noc2C)cc1	i	-0.17
CCCC(c1nnnn1C1CCCCC1)N1CCN(c2ncccn2)CC1 (stereo not given)	i	-0.09
C#CCOCCOCCOCCNc1nc(N2CCOCC2)nc(N2CCN(C(=O)[C@H]([C@@H](C)CC)n3cc([C@@H](N)Cc4ccc(O)cc4)nn3)CC2)n1	i	-0.91
Cc1cc(C)n(-c2nc3c(c(=O)[nH]c(=O)n3C)n2Cc2cccc(Br)c2)n1	i	-0.67
c1ccc(-c2nc3ccccc3c3nncn23)cc1	i	1.6
Cc1c(CCO)c(=O)[nH]n1S(=O)(=O)c1cccc(C(F)(F)F)c1	i	-0.64
COc1ccc(N2CCN(C(=O)c3ccc4c(c3)NC(=O)C(CSCc3cccc(F)c3)N4)CC2)cc1 (stereo not given)	i	1
CC(=O)Nc1cccc(C(=O)OCN2C(=O)c3ccccc3C2=O)c1	i	1.4
CC(C)(C)n1nnnc1C(c1cccs1)N1CCCc2ccccc21 (stereo not given)	i	0.76
CCS(=O)(=O)N1CCCC(C(=O)NCCc2ccccc2)C1 (stereo not given)	i	-0.25

# Pulled by structure from the entries so far:
Molecule	CHT inh	Kir21 block
COc1ccc(-n2nc(C(=O)NCC(=O)NCc3ccco3)c3ccccc3c2=O)c(OC)c1	i	-0.26
C#CCOCCOCCOCCNc1nc(N2CCOCC2)nc(N2CCN(C(=O)[C@H]([C@@H](C)CC)n3cc([C@@H](N)Cc4ccc(O)cc4)nn3)CC2)n1	i	-0.91
CCS(=O)(=O)N1CCCC(C(=O)NCCc2ccccc2)C1 (stereo not given)	i	-0.25
Cc1c(CCO)c(=O)[nH]n1S(=O)(=O)c1cccc(C(F)(F)F)c1	i	-0.64
COc1ccc(N2CCN(C(=O)c3ccc4c(c3)NC(=O)C(CSCc3cccc(F)c3)N4)CC2)cc1 (stereo not given)	i	1
CCc1ccc(N(CC(=O)O)S(=O)(=O)c2c(C)noc2C)cc1	i	-0.17

# Going on with the list.
Molecule	CHT inh	Kir21 block
O=C(COC(=O)/C=C/c1cccs1)NC1CC1	i	2.2
CC(C)C(=O)Nc1nnc(Cc2ccccc2)s1	i	0.47
C=CCNC(=S)Nc1ccc(C)c(S(=O)(=O)N2CCCCC2)c1	i	-1.2
C(=N\c1nc2ccccc2[nH]1)/c1cccs1	i	-2
CN(C)c1ccnc2sc3c(NCC(O)CO)ncnc3c12 (stereo not given)	i	0.02
CN(C)N=Nc1ccc(S(=O)(=O)NC(Cc2ccccc2)C(=O)O)cc1 (stereo not given)	i	-0.43
O=C(Nc1ccc(O)c(-c2nc3ccccc3o2)c1)C1(c2ccccc2)CCCC1	i	-1
O=C(O)c1ccc(/C=N/NC(=O)c2cc(-c3ccc4c5c(cccc35)CC4)n[nH]2)cc1	i	0.24
Cc1nc(-c2ccc(F)cc2)c(CC(=O)N(C)CC(=O)Nc2ccccc2C(F)(F)F)s1	i	0.45
O=C(Cc1ccc(-n2c(=O)c3ccccc3n(Cc3cccc([N+](=O)[O-])c3)c2=O)cc1)NCC1CCCO1 (stereo not given)	i	1.7
CCOC(=O)Cn1c(=O)c2c(nc3n2CCCCN3c2ccc(C)cc2)n(C)c1=O	i	-1
Cc1occc1C(=O)N/N=C/c1ccc(Br)s1	i	-3.8
CC(C)CCNC(=O)c1cc(-c2ccncc2)nc2ccc(S(=O)(=O)N3CCOCC3)cc12	i	3.6
CC(=O)NCCOc1cccc(OCCNC(C)=O)c1	i	0.13
CCOc1ccc(S(=O)(=O)N2CN3CCN(C3)C2)cc1	i	-0.77
Cc1cc(OC(C)C(=O)NCCCN2CCOCC2)c2c(C)c(C)c(=O)oc2c1 (stereo not given)	i	0.21
